E-selectin induc: E-selectin induction on HUVECs; P16581; HUVEC E-selectin immunofluorescence imaging; normalized: neutral wells 0, TNF-alpha wells 100; activation, % at 7.58 µM; 260,000 tested, 0.37% active;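 active means mean E-selectin-positive cell signal at least 10% of the positive control, reached in at least 60% of replicates, without over 20% cell loss; inconclusive means no rule given, readout overlaps actives, possibly toxicity-flagged; inactive means the rest, including those meeting only one limit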;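 further: in these data hits start at about 27%; measured in HUVEC primary endothelial cells; signal is the percent of cells scored E-selectin positive by PE staining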
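assay system = HUVEC, human umbilical vein endothelial cells | input = 3,000 HUVEC seeded per well | medium = EGM-2 growth medium on 0.1% gelatin-coated wells | dosing = one compound dose added by pin transfer | signal = immunofluorescence imaging | read-out basis = % PE-positive cells | control set = TNF-alpha, DMSO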
INS-1E GSIS act: primary screen for activators of insulin secretion dependent on glucose, INS-1E cells, GLuc reporter luminescence | AID 743287 | INS-1E GLuc reporter insulin secretion, 2-3 h | activation, % at 16.6 µM | 370,000 tested, 0.61% active;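 active means lowest replicate activation of at least 40%, so every replicate reaches that level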;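 further: 0% = median of neutral control wells and 100% = median of IBMX positive control wells; some compounds called inactive have numbers as strong as hits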
RAD54 branch: RAD54 (human) branch migration inhibition | RAD54 Holliday junction branch migration, FAM/BHQ fluorescence | Q92698 | 360,000 tested, 0.14% active | inhibition, % at 10.4 µM;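 active means mean normalized replicate activity at least 40 and at least half of replicates scoring 40 or more; inconclusive means only one of the two criteria met; inactive means mean below 40 and under half of replicates reaching 40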;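 further: 0% = median of neutral control wells and 100% = median of positive control wells; inhibitors cause a drop in the FAM fluorescence signal; in these data hits start at about 50%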
Target sequence (Q92698 whole entry, looked up): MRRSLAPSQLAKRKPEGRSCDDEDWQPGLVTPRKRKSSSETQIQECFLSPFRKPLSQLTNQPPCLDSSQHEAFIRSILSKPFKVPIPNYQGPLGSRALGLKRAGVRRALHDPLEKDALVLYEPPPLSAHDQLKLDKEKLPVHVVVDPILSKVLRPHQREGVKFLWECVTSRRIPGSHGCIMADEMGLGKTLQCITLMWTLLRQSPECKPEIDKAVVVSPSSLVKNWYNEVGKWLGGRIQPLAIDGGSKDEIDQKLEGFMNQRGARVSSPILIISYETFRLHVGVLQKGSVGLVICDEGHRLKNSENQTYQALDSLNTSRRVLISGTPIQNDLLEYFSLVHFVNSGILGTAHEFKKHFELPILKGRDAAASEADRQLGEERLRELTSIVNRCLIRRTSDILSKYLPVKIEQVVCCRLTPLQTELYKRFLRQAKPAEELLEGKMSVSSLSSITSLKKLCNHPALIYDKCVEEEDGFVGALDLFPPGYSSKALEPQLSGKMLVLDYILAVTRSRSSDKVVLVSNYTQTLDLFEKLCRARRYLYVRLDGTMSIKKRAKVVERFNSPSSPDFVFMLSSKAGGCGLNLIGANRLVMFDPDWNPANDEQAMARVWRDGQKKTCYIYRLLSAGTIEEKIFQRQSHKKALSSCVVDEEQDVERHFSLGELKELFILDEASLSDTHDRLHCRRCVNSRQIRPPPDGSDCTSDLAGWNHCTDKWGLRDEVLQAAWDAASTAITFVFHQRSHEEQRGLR
CFTR F508del cor: correctors of CFTR F508del function in bronchial epithelial cells; CFBE cells, YFP halide quenching; stimulated with forskolin plus potentiator P3; % fluorescence drop versus neutral controls; activity (quench increase), % at 7.58 µM; 350,000 tested, 0.36% active;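 active means mean added fluorescence quench of at least 8% versus neutral control, with both replicates also reaching 8%; inconclusive means only one of the mean or replicate conditions met; inactive means mean below 8% and not both replicates reaching 8%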;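 further: cells transiently co-express mutant CFTR-F508del with the halide-sensitive YFP; corrector assay measuring rescue of mutant channel to the surface after 24 h compound exposure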
Casp6 inh: inhibitors of human caspase-6; AID 686996; purified caspase-6, Z-VEID-R110 cleavage fluorescence; inhibition, % at 12.5 µM; 350,000 tested, 0.53% active; P55212;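 active means mean inhibition across replicates at least about 35%, with every replicate also reaching that limit, limit read from the data; inconclusive means only one of the two criteria met; inactive means neither criterion met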;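 further: 0% = median of neutral control wells and 100% = no fluorescence left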
Target sequence (P55212 24-179 limits assumed): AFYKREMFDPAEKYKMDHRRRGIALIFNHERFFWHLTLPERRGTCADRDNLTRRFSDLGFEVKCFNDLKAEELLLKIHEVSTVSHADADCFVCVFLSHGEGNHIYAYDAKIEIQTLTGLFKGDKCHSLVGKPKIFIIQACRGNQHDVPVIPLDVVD
Target sequence (P55212 194-293 limits assumed): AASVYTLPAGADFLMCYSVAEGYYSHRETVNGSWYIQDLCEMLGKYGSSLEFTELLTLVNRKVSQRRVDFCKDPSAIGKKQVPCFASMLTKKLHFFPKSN
XiGFP reactiv: X-chromosome reactivation activator; AID 743238; activation, % at 7.58 µM; XiGFP mouse fibroblasts, % GFP-positive cells imaging, 3 d; cells co-treated with 5-aza-dC sensitizer; scaled so ellipticine positive control = 100%; 360,000 tested, 0.055% active;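 active means mean normalized replicate activation at least 10% and every replicate at or above 10%; inconclusive means only one of the two criteria met; inactive means mean below 10% and not all replicates reach 10%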;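 further: 0% = median of on-plate neutral control wells and 100% = ellipticine 6 µM median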
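Schedule: 3 d treatment, 15 min room-temperature fixation; system: 68-5-11 XiGFP fibroblast line; buffer or medium: DMEM plus 5-aza-dC sensitizer; control set: ellipticine 6 µM positive control; compound: one concentration, pinned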
DENV2 CPE rescue: inhibitors of DENV2 cytopathic effect | DENV2-infected cells, cytopathic effect rescue, plate reader | CPE inhibition, % at 9.99 µM | 350,000 tested, 1.7% active | AID 651640; in the data active means CPE inhibition above about 20%, passing the limit was not always enough; inconclusive means no clear call, values can overlap the other calls; tested in BHK-21 cells;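 further: 0% = median of neutral control wells and 100% = median of positive control wells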
RAD52 inh: RAD52 (human) annealing inhibition; P43351; recombinant RAD52 DNA annealing, FRET fluorescence; inhibition, % at 18.7 µM; 360,000 tested, 0.46% active; AID 651710;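 active means every replicate showing at least 50% inhibition; inconclusive means mean inhibition at least 50% but not in every replicate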
The depositor's hits bear a star; ? = inconclusive; . = no result given; & = joins results of further samples. This is a random part of the collection (roughly 3.7% active in at least one column).

nr	Structure	E-selectin induc	INS-1E GSIS act	RAD54 branch	CFTR F508del cor	Casp6 inh	XiGFP reactiv	DENV2 CPE rescue	RAD52 inh
1	Cc1ccc(S(=O)(=O)Nc2cccc(C(=O)NCC(C)(C)N3CCOCC3)c2)cc1F	-0.5	-5.1	4.7	0.3	-1.8	0.1	2.8	-8.7
2	O=C1CC(c2ccccc2)Cc2nc3ncnn3cc21 (centres undefined)	.	-8.2	-8.1	2.1	-4.8	.	3.1	5.0
3	O=C(CNC(=O)Cc1ccccc1)NCC(=O)N1CCN(C(c2ccccc2)c2ccccc2)CC1	.	-19.5	-5.2	-3.8	4.3	0.0	-5.7	-5.5
4	C/C=C/c1ccc2c(c1)O[C@@H](CN(C)C(=O)NC1CCCCC1)[C@@H](C)CN([C@H](C)CO)S2(=O)=O	-0.2	-3.3	-2.0	7.6	2.4	-0.5	1.9	4.7
5	CCn1c(C)c(C)c2cc(C(=O)NC3CCCCCC3)ccc21	.	6.3	0.0	-0.1	-1.6	0.0	3.0	-14.5
6	CCOc1ccc(CNC(=O)CCS(=O)(=O)c2ccc3c(c2)NC(=O)CO3)cc1OC	.	-6.5	-15.3	-1.6	4.4	0.1	12.7	-8.8
7	C(=C\c1ccccc1)/CN1CCN(C(c2cc3ccccc3o2)c2nnnn2Cc2ccccc2)CC1 (centres undefined)	-1.0	-16.1	9.4	0.1	-0.3	.	-3.4	-40.7
8	O=C(CNC(=O)c1ccc(Cl)cc1)N/N=C/c1cccnc1	-0.2	.	-1.6	-8.2	-1.6	0.0	8.2	-18.5
9	CO[C@@H]1CN(C)C(=O)c2ccc(NC(C)=O)cc2OC[C@H](C)N(Cc2cc(F)ccc2F)C[C@H]1C	0.0	-11.9	-3.4	-1.1	0.0	-0.4	-2.8	15.2
10	O=C(Cc1cccc(NC(=O)C2CCCN(C(=O)c3ccccc3)C2)c1)Nc1cccc(C(=O)N2CCCCC2)c1 (centres undefined)	2.9	-1.1	3.7	-0.6	-3.0	0.1	-6.0	-6.9
11	Oc1c(C(c2ccccc2)N2CCCCC2)ccc2ccccc12 (centres undefined)	6.6	7.5	1.5	4.8	-0.1	-0.1	12.4	-1.5
12	O=C(Cn1c(=O)oc2cc(S(=O)(=O)N3CCCC3)ccc21)N1CCN(c2ccccn2)CC1	-0.3	-5.2	-3.7	-0.1	3.3	0.0	-9.7	-5.6
13	CSc1c(CC(=O)Nc2ccc(F)cc2)n(Cc2ccccc2)c2ccccc12	-1.1	1.4	.	.	-1.7	1.6	5.5	-4.6
14	O=C(O)c1ccc(NS(=O)(=O)c2ccc(N3C(=O)CCC3=O)cc2)cc1	-0.1	-10.5	1.2	-2.5	1.0	0.2	-4.5	-17.0
15	Cc1ccccc1OCc1nc(-c2ccc(Br)o2)no1	-0.2	2.9	7.3	-1.2	6.0	0.0	-5.7	-87.3
16	Cc1ccc[n+](CC(=O)c2ccc(NC(=O)c3ccccc3)cc2)c1	.	3.6	.	1.7	-3.3	0.0	3.4	10.7
17	Clc1ccc(SCCOCCN2CCCCCC2)cc1	.	4.9	6.6	1.4	-107.0	-0.1	1.9	13.4
18	COC(=O)c1cc(S(=O)(=O)NCC2CCN(CCc3ccc(OC)cc3)CC2)cn1C	.	-3.5	-12.6	-2.0	-10.1	0.1	8.5	-26.7
19	NC(=O)COc1ccccc1/C=C1/SC(=O)N(CC(=O)N2CCc3ccccc3C2)C1=O	.	-7.8	3.0	-1.9	5.7	.	-7.4	-20.8
20	CCOc1ccc(NC(=O)C2CCCN2C(=O)OCc2ccccc2)cc1 (centres undefined)	-0.1	-31.1	-2.9	-0.9	0.6	0.0	?	3.6
21	NC(=O)C1CCN(S(=O)(=O)c2ccccc2[N+](=O)[O-])CC1	-0.1	6.2	-11.8	-2.2	-6.6	0.0	-8.0	4.2
22	Cn1nccc1NS(=O)(=O)c1ccc(C(C)(C)C)cc1	0.3	-16.3	.	-1.4	-2.0	0.0	-5.3	-57.3
23	N#C[C@H]1[C@H](c2ccccc2-c2cccc(F)c2)[C@H](CO)N1C(=O)C1CCC1	-0.1	1.8	.	-2.4	-0.3	0.2	-0.9	4.3
24	O=C(NCC[C@H]1CC[C@@H](NS(=O)(=O)c2cccc(F)c2)[C@@H](CO)O1)C1CCC1	-0.5	5.7	-0.2	2.0	-2.0	0.1	-5.7	9.9
25	COc1ccc(NC(=O)Nc2ccc3c(c2)CC(=O)N([C@H](C)CO)C[C@@H](C)[C@H](CN(C)Cc2ccc(C(F)(F)F)cc2)O3)cc1	-0.2	3.2	-1.2	1.0	.	-1.1	-13.8	.
26	O=C(O)C[C@H]1C=C[C@H](NC(=O)Nc2ccccc2)[C@@H](CO)O1	-0.1	4.3	4.6	-1.9	1.6	0.3	14.8	5.0
27	Cc1noc(C)c1S(=O)(=O)Nc1ccc2c(c1)C(=O)N([C@@H](C)CO)C[C@H](C)[C@H](CN(C)S(=O)(=O)c1ccccc1)OCCCC[C@H](C)O2	0.0	-28.9	3.8	-0.4	0.1	0.2	2.6	-84.1
28	CC(=O)OCc1cc(-c2nn(C)c(=O)c3ccccc23)ccc1C	3.6	5.2	.	-0.8	0.3	0.3	-0.1	-4.1
29	CN(C)CC(=O)Nc1ccc2cn[nH]c2c1	0.2	-0.5	.	0.0	-5.9	0.4	.	-15.7
30	C=CCn1c(NC(=O)c2ccc(C)cc2)nc2ccccc21	0.7	5.5	-5.6	-2.2	-5.5	0.2	-5.8	-13.6
31	O=C(CCCOc1ccc(Cl)cc1Cl)n1nnc2ccccc21	.	1.5	1.5	-1.0	-1.9	.	15.9	-15.2
32	CCN(CC(=O)Nc1ccc(S(=O)(=O)N2CCCC2)cc1)CC(=O)Nc1ccccc1C(F)(F)F	-0.3	-15.5	-1.5	0.5	2.0	0.1	-4.8	-8.1
33	COc1ccccc1OCCOCCOc1ccc(C)cc1[N+](=O)[O-]	0.6	-18.3	-11.8	-1.9	-3.7	0.1	5.5	-11.2
34	C[C@@H]1C=C(C(=O)NCc2ccccc2)O[C@H](OCc2ccc(CO)cc2)C1	0.0	7.6	-14.4&12.7	2.6&0.9	0.1	0.0	-4.8&-7.2	-3.2&-23.5
35	Cn1ccnc1Sc1ccc(/C=N/NC(=O)c2ccccc2O)cc1[N+](=O)[O-]	0.0	-3.3	-1.7	.	.	-0.1	.	.
36	Cc1ccc(-n2nnnc2SCC(=O)NC(=O)Nc2ccc3c(c2)OCCO3)cc1	.	-4.3	.	0.3	-0.7	.	2.3	-14.4
37	O=C(c1ccc2c(c1)OCCO2)N1CCCC(CNS(=O)(=O)c2cccs2)C1 (centres undefined)	2.2	5.0	.	-0.8	-1.7	-0.4	1.5	-17.4
38	C[C@@H]1CCCCO[C@@H](CN(C)C(=O)Nc2cccc3ccccc23)[C@@H](C)CN([C@H](C)CO)C(=O)c2cc(NS(=O)(=O)c3ccc(F)cc3)ccc2O1	-0.1	6.1	4.0	1.0	0.0	0.6	?	26.1
39	C[C@H]1CN([C@@H](C)CO)C(=O)c2cccc(NC(=O)Nc3cccc4ccccc34)c2O[C@H]1CN(C)Cc1ccc2c(c1)OCO2	0.0	-16.8	0.0	2.8	1.7	-1.0	-1.9	1.0
40	O=C(CN1CCOCC1)N/N=C/c1ccc(-c2ccc(C(=O)O)cc2)o1	.	-1.1	.	-0.2	-0.5	0.0	0.1	-12.4
41	CC(=O)NC(CC(=O)OCC(=O)N1CCN(S(=O)(=O)c2ccc(C)cc2C)CC1)c1ccccc1 (centres undefined)	.	-7.5	6.0	3.1	-0.4	0.0	?	8.9
42	CC(C)c1nc(SCC(=O)Nc2ccc(N(C)C)cc2)c2ccccc2n1	.	-11.3	.	2.3	-0.2	0.0	4.5	-2.7
43	CCCc1cc(=O)oc2c3c(cc(OCC(=O)NCc4ccccn4)c12)OC(C)(C)CC3	.	.	-6.2	1.0	-3.4	.	?	-18.9
44	COc1ccc(C(=O)Nc2ccccn2)cc1S(=O)(=O)N1CCOCC1	.	14.4	-2.4	-1.8	5.4	0.3	-6.8	3.4
45	C[C@@H](NC(=O)C[C@@H]1C[C@H]2c3cc(NC(=O)NC4CCCC4)ccc3O[C@H]2[C@@H](CO)O1)c1ccccc1	-0.1	5.5	-1.4	-1.3	1.9	0.1	-6.1	3.6
46	O=Cc1ccc(C(=O)OCC(=O)NCCC2=CCCCC2)cc1	0.2	-21.1	-4.3	0.6	0.6	0.1	-7.7	-8.0
47	Cn1c(SCC(=O)NNC(=O)Nc2ccccc2)nnc1-c1ccccc1	7.5	5.3	-5.2	-0.8	-2.6	0.1	0.5	-9.5
48	O=C(NS(=O)(=O)c1ccc(Cl)s1)c1ccccc1	.	4.3	-6.1	-1.1	0.6	0.2	3.2	-13.2
49	CN(C(=O)COC(=O)c1ccc(=O)n(Cc2ccccc2)n1)C1CCS(=O)(=O)C1 (centres undefined)	.	2.9	-12.4	0.6	-2.1	0.2	-5.1	-6.6
50	O=C(CSc1cccc[n+]1[O-])C12CC3CC(CC(C3)C1)C2	3.5	-2.9	.	-5.4	1.9	0.1	13.8	-17.6

(next part)
nr	Structure	E-selectin induc	INS-1E GSIS act	RAD54 branch	CFTR F508del cor	Casp6 inh	XiGFP reactiv	DENV2 CPE rescue	RAD52 inh
51	Cc1oc2c(cc(NS(=O)(=O)c3ccc(C(C)C)cc3)c3ccccc32)c1C(=O)O	0.4	-8.8	-18.7	-0.4	39.4*	0.6	6.4	-248.7
52	Cc1noc(C)c1S(=O)(=O)N(C)C[C@@H]1OCCCC[C@@H](C)Oc2ccc(NC(=O)Nc3cccc4ccccc34)cc2C(=O)N([C@H](C)CO)C[C@@H]1C	2.5	10.0	1.9	0.5	1.5	-1.1	-7.3	-1.9
53	COc1ccc(CCNC(=O)c2cc(-c3ccccc3)c(N3CCOCC3)s2)cc1OC	?	-6.4	7.0	4.3	2.5	0.0	-2.2	-18.4
54	O=C(NC(=S)Nc1ccc(Cc2ccncc2)cc1)c1ccc(F)cc1	-1.1	-5.4	.	4.0	4.2	0.2	-5.2	4.4
55	O=S(=O)(c1cccs1)N1CCN(c2ccc(O)cc2)CC1	-0.9	2.8	-3.5	4.5	0.8	-0.1	-0.4	-15.3
56	C[C@@H]1CN([C@H](C)CO)C(=O)c2cc(NS(=O)(=O)c3cn(C)cn3)ccc2O[C@@H](C)CCCCO[C@H]1CN(C)C	0.0	27.6	-3.8	3.2	0.4	0.3	2.0	-40.7
57	CC=Cc1ccc2n(c1=O)C[C@@H]1[C@@H](CO)[C@H](C(=O)NCc3cccc(F)c3)[C@H]2N1S(C)(=O)=O (mixture of isomers)	-0.1	-7.1	1.4	1.1	0.6	0.1	4.3	-3.3
58	Cc1cccc(CN2CCC(n3nccc3NC(=O)c3ccccc3C)CC2)n1	-4.0	-17.9	2.3	-0.9	-4.2	0.2	-2.8	-2.4
59	Cc1nc2ccccc2c(=O)n1/N=C/c1ccc(OC(F)F)cc1	0.1	37.5	2.2	0.8	-1.5	-0.1	5.9	-10.1
60	CC(C)Oc1cccc(C(=O)NC(=S)Nc2ccc(N3CCN(C)CC3)cc2)c1	.	3.8	3.4	3.9	-18.4	-0.1	-4.5	38.2
61	COc1ccc(OC)c(NC(=O)c2ccc(NC3=NC4CS(=O)(=O)CC4S3)cc2)c1 (centres undefined)	.	.	-1.5	4.8	-1.8	0.0	8.0	-7.0
